12-LOX inh – blocks human arachidonate 12S-lipoxygenase; AID 1671190; P18054; Potency, µM (series often up to 108 µM), for the others: top-dose activity change, negative = inhibition, usual class: inhibitors; purified 12hLO, xylenol orange hydroperoxide absorbance; 580,000 compounds, 1.1% hits; active means well fitted inhibition curve with a large enough effect; inconclusive means small, poorly fitted or top-dose-only effect, or another doubt; inactive means no such curve, though single readings can be large or run the other way
Target sequence (P18054 whole entry, looked up): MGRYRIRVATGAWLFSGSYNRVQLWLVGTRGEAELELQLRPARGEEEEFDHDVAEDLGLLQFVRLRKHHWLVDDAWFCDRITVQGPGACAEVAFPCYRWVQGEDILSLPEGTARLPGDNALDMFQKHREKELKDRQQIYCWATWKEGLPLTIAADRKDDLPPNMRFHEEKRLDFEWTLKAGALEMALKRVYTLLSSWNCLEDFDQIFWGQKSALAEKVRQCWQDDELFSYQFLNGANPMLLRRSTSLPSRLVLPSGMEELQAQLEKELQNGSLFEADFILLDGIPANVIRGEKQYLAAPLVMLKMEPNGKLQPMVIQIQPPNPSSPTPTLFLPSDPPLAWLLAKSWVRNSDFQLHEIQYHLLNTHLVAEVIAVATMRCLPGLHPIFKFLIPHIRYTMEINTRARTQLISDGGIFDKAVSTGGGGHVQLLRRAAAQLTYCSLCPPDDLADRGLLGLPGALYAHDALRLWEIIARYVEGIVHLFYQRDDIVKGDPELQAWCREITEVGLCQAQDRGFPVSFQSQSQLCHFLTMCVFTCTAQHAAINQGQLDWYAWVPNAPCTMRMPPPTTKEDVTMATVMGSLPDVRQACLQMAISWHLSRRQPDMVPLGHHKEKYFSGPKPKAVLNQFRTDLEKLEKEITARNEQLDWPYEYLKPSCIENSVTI
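Hydroperoxide product was detected by ferrous iron/xylenol orange as the 573 to 405 nm absorbance ratio. Arachidonic acid at 40 uM (final) was turned over for 30 min at room temperature by 150 nM human 12hLO, pH 7.0 Hepes buffer, after 15 min compound preincubation.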
An asterisk follows results filed as active; ? = inconclusive; [ ] = remark or other dose. On the % scale 0 is the no-effect control and ±100 the full control effect; potency means the concentration at half of the fitted maximal effect. These rows are one share of the data; the hit share may differ from the screen's.

12-LOX inh,SMILES
-22.1%,CCCCCCC12C(=Cc3cc4c(cc31)OCCO4)c1cc(OC)c(OC)cc1C(CC(=O)NCc1ccccc1)N2C(=O)OC (stereo not drawn)
-11.9%,O=C1NN=C(C2CC2)C12CCN([S+](=O)([O-])c1cccc(C(F)(F)F)c1)CC2
0.2%,CCOC(=O)C1=C(CN2CCN(C(=O)OC(C)(C)C)CC2)NC(=O)NC1c1cccc(OC)c1 (stereo not drawn)
37.5%[176 µM],COCC(=O)N1CCCC(c2nn(-c3ccc(OC)cc3)c(=O)[nH]2)C1 (stereo not drawn)
9.6%,COC(=O)[C@H](Cc1ccc(OC)cc1)NC(=O)[C@H]1CN(C(=O)c2cccnc2)CCN1C(C)=O
25.6%[176 µM],CC(C)NC[C@H]1COCc2nc3ccccc3n21
47.8%,CCOc1ccc2c(n1)CCN(C(=O)c1ccc(OCC)c(OCC)c1)C2
16.1%,COc1ccc(C=O)cc1COc1ccccc1C=O

Going on with the list:
12-LOX inh,SMILES
?,CCCN(c1ccc(OCC)cc1)c1nc(C(=O)OCC)nc2ccccc12
-1.4%,CC1CCN(S(=O)(=O)c2ccc(-c3nc(C#N)c(NCCCn4ccnc4)o3)cc2)CC1
-11.1%,CCCCCn1nc(C(=O)N2CCN(c3ccc(C(C)=O)cc3)CC2)c2ccccc2c1=O
8.4%,CNC(=S)NNC(=O)c1csc(C)c1C
-29.4%,COc1ccc(-c2c(C#N)c(N)nc3c2CN(C)CC3)c(OC)c1
28.1%,COc1ccccc1C(=O)N1CCc2c(c(-c3nncn3C(C)C)nn2C)C1
-9.9%,O=C1C(c2nnnn2-c2ccc(F)cc2)N(C2CC2)C(=O)N1c1ccccc1 (stereo not drawn)
50.1%[activator][365 µM],CN(Cc1ccc(F)cc1)C(=O)C1CC1

Following part
12-LOX inh,SMILES
30.6%[activator],COCc1noc([C@@H]2CC(F)(F)CN2C(=O)c2cnc(C)cn2)n1
6.8%,COc1ccc([C@H](C)NC(=O)c2c(C)noc2-c2cccs2)cc1
-10.2%,CC(C)c1ccc(CCNC(=O)Cc2cccc3cccnc23)cc1
0.3%,Cc1cc(C(=O)CSc2nnc(C)n2Cc2ccccc2)c(C)n1Cc1ccc(F)cc1
66.2%[activator],O=C(Cc1cccc(Cl)c1)N1CC(c2nc(Cc3ccccc3)no2)C1
-4.7%[176 µM],COc1ccc(-c2cn(C)c(=O)n3cc(CN4CCN(C)CC4)nc23)cn1
-22.4%,COc1ccccc1NC(=O)c1cc2cc(C)ccc2n1C
15.6%,CC(C)CCCC(=O)N1CCC2(CC1)Nc1ccccc1NC2=O

(listing goes on)
12-LOX inh,SMILES
8.5%,CCCNc1cc(N2CCC(CCC(=O)O)CC2)ncn1
11.4%,CS(=O)(=O)Nc1ccc(C2(C(=O)NCc3ccc(Cl)cc3)CCCCC2)cc1
-26.6%[176 µM],CN1C[C@@H](NS(C)(=O)=O)C[C@H]1c1nc(-c2ccncc2)no1
0.794µM*,FC(F)(F)c1cccc(N/N=C/c2ccc(Br)cc2)c1
-10.6%,Cc1nc2ccc(NC(=O)c3n[nH]c(=O)c4ccccc34)cc2s1
9.2%,O=C1NCCCCCCN(S(=O)(=O)c2cccs2)[C@H]2CCCC[C@@H]12
18.2%,O=C(Cc1cccc(F)c1)NCCC1CCN(C(=O)Nc2ccccc2)CC1
-27.6%,CCc1ccc(NC(=O)CSc2nc3ccccc3o2)cc1

Carrying on:
12-LOX inh,SMILES
42.6%[activator],COc1cccc(C(=O)N2CCC(c3nn(C)c4c3COCC4)CC2)c1
13.2%[176 µM],Fc1cccc(-c2cnc(Nc3cccnc3)c3c2CCO3)c1
8.0%,Cc1[nH]c2ccccc2c1C(=O)C(=O)NCCNC(=O)C1CCCC1
0.5%,O=C1NC(=O)C(Cc2ccccc2)(C2CCN(Cc3cccn3-c3cccnc3)CC2)N1 (stereo not drawn)
53.8%[activator][176 µM],O=C(NCc1ccccn1)c1nc(-c2cccnc2)c2ccccn12
71.9%[activator],CCN1CC(C(=O)NCC2(c3ccccc3F)CCCC2)CC1=O (stereo not drawn)
?,O=C(NC(NC(=O)c1ccccc1)C(Cl)Cl)c1ccccc1
?,O=C1COc2ccc(-c3ccc(Cl)cc3)nc2CN1Cc1ccccc1

Records listed so far shown as hits in 12-LOX inh:
12-LOX inh,SMILES
0.794µM*,FC(F)(F)c1cccc(N/N=C/c2ccc(Br)cc2)c1

(more compounds)
12-LOX inh,SMILES
8.8%,CC1(C)C2CCC1(C(=O)Nc1ccc(F)c(F)c1)C(=O)C2 (stereo not drawn)
24.9%,CCOC(=O)CN(Cc1cccs1)C1CC1
52.9%[activator],COCc1ccc2c(c1)c(OC(C)(C)C(=O)Nc1cc(C)nn1C)nn2Cc1cccnc1
?,Cc1cc(N2CCCC2)nc(Nc2ccc(NC(=O)c3c(F)cccc3F)cc2)n1
-3.5%,CC(C)C(=O)N/N=C/c1ccc(Br)cc1
2.7%[176 µM],Cc1cc(-c2cc3c(cn2)CN(CC2CCOCC2)CCN3)ccn1
52.7%[activator],O=C(NCCN1CCCC1)C1CCN(c2cnn(CC3CC3)c(=O)c2)C1 (stereo not drawn)
?,O=c1oc2cc(OCc3nn[nH]n3)ccc2cc1-c1ccc2ccccc2c1

(listing goes on)
12-LOX inh,SMILES
4.8%,O=C(CCc1conc1-c1ccc(F)cc1)NCC1CCCO1 (stereo not drawn)
?,N#C/C(=C\c1cccc2ccccc12)c1nc2ccccc2[nH]1
-68.6%,CCOC(=O)NC(Nc1ccccc1)(C(=O)OCC)C(F)(F)F (stereo not drawn)
-21.6%,O=C(O)CNS(=O)(=O)c1cccc(F)c1
-8.2%,O=C([C@@H]1C[C@H](Oc2ccccc2)CN1C(=O)c1ccoc1)N1CCOCC1
-5.5%,COc1cc(CNC(=O)CC2Sc3ccccc3NC2=O)ccn1 (stereo not drawn)
7.2%,CCCN(CC(=O)Nc1cccc(C(=O)NC2CC2)c1)Cc1nnc(-c2cccs2)o1
-3.7%,Cc1ccc2c(COC(=O)[C@H](C)NC(=O)c3ccccc3)cc(=O)oc2c1

Next part:
12-LOX inh,SMILES
41.8%[activator],CCN1C(=O)CCN(S(=O)(=O)c2cccc3cccnc23)CC12CCOCC2
44.1%[activator],O=C(c1ccco1)N1CCC(N2C(=O)C(O)C23CCCCC3)CC1 (stereo not drawn)
36.7%[activator],O=C1NC(=NC2CCCCC2)C2(CCN([S+](=O)([O-])c3cccc(C(F)(F)F)c3)CC2)N1c1cccnc1
-95.6%,O=[N+]([O-])c1c(Nc2ccccc2)cc(Cl)c2nonc12
?,Cc1ccc(NC(=O)/C=N/OCC(=O)Nc2c(C(C)C)cccc2C(C)C)cc1
?,CC(C)COC(=O)c1nn(Cc2ccccc2)c(=O)c2ccccc12
42.0%[activator],COCc1cc(CNC(=O)CC(c2ccccc2)c2ccccc2Cl)[nH]n1 (stereo not drawn)
59.9%[activator][176 µM],C[C@H]1CCCN1C(=O)c1nnc(COc2ccccc2)n1-c1ccccc1

New compounds follow:
12-LOX inh,SMILES
-3.3%,Cc1cc(NC(=O)C2CCN(c3cc(C(F)(F)F)ncn3)CC2)ccc1Br
-5.3%,CCOC(=O)/C=C/c1ccc(NC(=O)c2ccc(CN3CCOCC3)cc2)cc1
6.0%,O=C([C@H]1C[C@H](Oc2ccccc2)CN1C(=O)CCCc1ccccc1)N1CCOCC1
9.7%,Cc1ccc(CNc2nc3ccccc3nc2NS(=O)(=O)c2ccccc2)cc1
?,COc1ccccc1C1CN(Cc2cccc(O)c2)Cc2ccccc2O1 (stereo not drawn)
?,O=C(O)COCC(=O)N[C@H]1CCN2C(=O)c3cc(-c4cccs4)ccc3NC(=O)[C@H]12
48.0%[activator][176 µM],O=C(O)CCC(=O)N[C@H]1CO[C@H]2[C@@H]1OC[C@@H]2Nc1nccc(-c2cccc(F)c2)n1
7.0%,Cc1cccc(NC(=O)c2ccc[n+]([O-])c2)n1

By substructure, the compounds so far with a Cl atom.
12-LOX inh,SMILES
66.2%[activator],O=C(Cc1cccc(Cl)c1)N1CC(c2nc(Cc3ccccc3)no2)C1
11.4%,CS(=O)(=O)Nc1ccc(C2(C(=O)NCc3ccc(Cl)cc3)CCCCC2)cc1
?,O=C(NC(NC(=O)c1ccccc1)C(Cl)Cl)c1ccccc1
?,O=C1COc2ccc(-c3ccc(Cl)cc3)nc2CN1Cc1ccccc1
-95.6%,O=[N+]([O-])c1c(Nc2ccccc2)cc(Cl)c2nonc12
42.0%[activator],COCc1cc(CNC(=O)CC(c2ccccc2)c2ccccc2Cl)[nH]n1 (stereo not drawn)

(further entries)
12-LOX inh,SMILES
-22.7%,CCOC(=O)CSC(C(N)=O)c1ccccc1 (stereo not drawn)
62.3%[activator][176 µM],O=C(C1CC1)N1CCOC[C@H](Oc2ccccc2)C1
-16.8%,COc1cccc(CCC(=O)Nc2nc(C)c(C(C)=O)s2)c1OC
?,CCn1nnnc1SCCS(=O)(=O)c1cc(Cl)ccc1Cl
24.7%,COCCOC1CN(C2CCN(C(=O)c3ccco3)CC2)C12CCCCC2 (stereo not drawn)
?,c1ccc(Nc2nc(-c3cccnc3)nc3ccccc23)cc1
-19.9%,COc1ccc2c3c([nH]c2c1)[C@H](CO)N(C(=O)C1CCCC1)CC31CCN(C(=O)c2ccncc2)CC1
-18.8%,COC(=O)[C@]12C[C@H](CC(=O)NCc3cccc(C(F)(F)F)c3)C(=O)N(CCC3=CCCCC3)C1=C[C@H](COCc1ccccc1)O[C@@H]2C

The listing continues.
12-LOX inh,SMILES
11.3%,CCOC(=O)C1CCN(Cc2cc(=O)oc3ccc(O)cc23)CC1
?,CCN1CCN(CCOc2ccc3cc(-c4ccc(OC)cc4)c(=O)oc3c2)CC1
5.0%,Cc1nc2cc(F)ccc2cc1C(=O)N1CCN(Cc2ccccc2)CC1
?,Cn1c(Cn2cccn2)nnc1C1CCCN(C(=O)Cc2cccnc2)C1 (stereo not drawn)
-10.4%,COC(=O)COc1ccc2c(=O)c(Oc3ccccc3)c(C(F)(F)F)oc2c1
7.2%,Cc1nc(N2CCC(C)CC2)ncc1-c1cc(=O)[nH]c(N2CCc3ccccc3C2)n1
-9.7%,CCn1nccc1C(=O)N1C[C@@H](Oc2ccccc2)C[C@H]1C(=O)NCCOC
-13.2%,CC(Oc1ccc2ccc(=O)oc2c1)C(=O)NC(=O)NC1CCCCC1 (stereo not drawn)

Quoted from the listing:
For 12-LOX inh, `CCOC(=O)C1CCN(Cc2cc(=O)oc3ccc(O)cc23)CC1` has 11.3%
For 12-LOX inh, `CC(Oc1ccc2ccc(=O)oc2c1)C(=O)NC(=O)NC1CCCCC1` (stereo not drawn) has -13.2%

Next part.
12-LOX inh,SMILES
-4.7%,COc1ccc(CNC(=O)Cn2nc(C)c3sc(C(C)C)nc3c2=O)cc1
6.9%,COCCN1C(=O)CS(=O)(=O)C12CCN(C(=O)COc1ccc(Cl)cc1)CC2
17.6%,COCCc1nncn1C1CCN(C(=O)c2cc(F)ccc2F)CC1
86.6%[activator],O=C(CN1CCCn2nc(CO)cc2C1)Nc1nnc(C2CCC2)s1
-65.2%,N#Cc1cnc2ccc(Cl)cc2c1Nc1cccc(C(F)(F)F)c1
5.7%[176 µM],C=CCn1cc2c3c(cccc31)[C@H](CC(C)C)N[C@H](C(=O)NCc1ccccc1OC)C2
?,N#CC1(C#N)CC2(O)NC(=O)C1(C#N)C(c1ccccc1)C2Br (stereo not drawn)
12.4%,O=C(CCc1ncc(-c2ccccc2Cl)o1)N1CCN(S(=O)(=O)c2cc(F)ccc2F)CC1

New compounds follow
12-LOX inh,SMILES
25.1%,COCCCNC(=O)C(NC(=O)c1ccccc1C)C1CCN(C(=O)c2ccc(OC)cc2)CC1 (stereo not drawn)
38.7%[activator],Cc1cc(C(=O)N2C[C@@H](COCC3CC3)[C@H](c3ccccn3)C2)c(C)o1
-8.6%,Nc1nc2ccc(Cl)cc2cc1C(=O)NCCc1ccc(Cl)cc1Cl
8.1%,Cc1ccc(C2NC(=O)N(CC(=O)Nc3cccc(C#N)c3)C3=C2C(=O)OC3)cc1 (stereo not drawn)
47.5%[activator],COc1ccc(Cl)cc1NC(=O)N1CCC(OC2CCN(S(C)(=O)=O)CC2)CC1
34.3%[activator],CCc1noc(C)c1C(=O)N1C[C@@H](C(=O)O)C[C@@H](C(=O)N2CCCC2)C1
13.0%[176 µM],O[C@@H]1CO[C@H]2[C@@H]1OC[C@@H]2n1nnnc1Sc1ncccn1
13.4%,COC(=O)CNC(=O)Cn1cc(C(C)=O)c2ccccc21

(further entries)
12-LOX inh,SMILES
29.3%,Cc1noc(C)c1CC(=O)NCCc1noc(-c2ccccc2)n1
22.7%,Cc1nn(C)c(C)c1CNC(=O)C1CCc2sc(C(=O)N3CCOCC3)cc2C1 (stereo not drawn)
?,CCCCCn1nc(C(=O)OCC(=O)NCC(F)(F)F)c2ccccc2c1=O
14.9%[176 µM],COC(=O)c1ccc2c(c1)nc1n2[C@@H](CNCc2ccc(C(F)(F)F)cc2)COC1
13.4%,CN(C)Cc1nnc(C2CC(NC(=O)c3ccc4c(c3)CCC4)C2)n1C (stereo not drawn)
3.1%,COC(=O)c1ccc(OCc2cc(OC)c(Br)cc2OC)cc1
10.1%,N[C@H](C(=O)O)[C@H](OCc1ccccc1)C(=O)O
110.9%[activator][176 µM],O=C(NCC1(COc2ccccc2)C[C@@H](O)[C@@H](O)C1)c1cnccn1 (stereo partly drawn)

Later entries:
12-LOX inh,SMILES
9.2%,O=c1[nH]c(C2CCCN(Cc3ccccc3C(F)(F)F)C2)nn1-c1ccc(Cl)cc1 (stereo not drawn)
26.7%,O=C(c1cc(F)ccc1F)N1CCC2(CC1)NC(=O)N(Cc1ccc(F)cc1)C2=O
38.3%,Cc1cccc(C(C(=O)O)N2CCC(C(=O)N3CCCC3)CC2)c1C (stereo not drawn)
-6.3%,COc1cc(NC(=O)C(C)n2nc(-c3ccccc3)c3c(c2=O)CCCC3)cc(OC)c1 (stereo not drawn)
4.8%,CN(C)C(=O)C1CN(C(=O)c2cccc(Cl)c2)CC12CCOCC2 (stereo not drawn)
0.9%,COCC(=O)Nc1cc(C(=O)NC2CCc3ccccc32)c2c(c1)nc(-c1ccncc1)n2C (stereo not drawn)

Source: PubChem
